# TRb-SRC2 inh – TRbeta-SRC2 interaction inhibition. P10828. TRbeta-SRC2 peptide binding, fluorescence polarization; receptor liganded with 1 µM T3. AID 1469. 280,000 tested, 0.065% active. Potency, µM (series often up to 106 µM), for the others: at the top dose activity change, negative = inhibition, hits mostly inhibitors;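 note: plate controls were bound peptide for no effect and peptide without receptor for full effect; nearly all actives have a fitted effect of over 50% in size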
# Target sequence (P10828 whole entry, looked up): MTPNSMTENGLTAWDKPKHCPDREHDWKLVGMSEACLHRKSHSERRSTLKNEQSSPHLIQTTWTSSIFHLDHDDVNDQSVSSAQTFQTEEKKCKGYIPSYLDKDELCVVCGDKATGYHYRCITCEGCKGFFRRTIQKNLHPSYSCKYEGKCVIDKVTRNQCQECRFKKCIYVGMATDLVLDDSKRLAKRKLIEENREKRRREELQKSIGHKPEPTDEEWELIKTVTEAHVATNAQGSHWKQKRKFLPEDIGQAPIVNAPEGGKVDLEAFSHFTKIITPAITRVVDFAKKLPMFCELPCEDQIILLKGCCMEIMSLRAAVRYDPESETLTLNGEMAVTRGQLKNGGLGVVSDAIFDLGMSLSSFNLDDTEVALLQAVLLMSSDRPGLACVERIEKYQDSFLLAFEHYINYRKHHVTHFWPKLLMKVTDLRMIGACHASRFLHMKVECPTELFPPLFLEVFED
#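 Fluorescence polarization of 20 nM Texas Red SRC2 peptide with 0.6 uM human TRb ligand-binding domain, in Tris buffer with 1uM T3 and 5% DMSO. Incubated 5 hr ambient; normalized to unbound and bound controls.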
# Tau fluor counter – counter-screen for tau fibril formation inhibitors; AID 1463; Potency, µM (series often up to 57.7 µM), for the others: at the highest dose activity change, negative = decrease; 280,000 tested, 0.93% active; tau K18 P301L Alexa594 fluorescence, heparin fibrillization; note: nearly all actives have a fitted effect of over 55% in size
#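 Human tau K18 P301L (15 uM unlabeled, 0.24 uM Alexa 594-labeled) in 100 mM sodium acetate pH 7 with 20 uM heparin, 6 hr at 37 C. ThT 30 uM added, 1 hr ambient; Alexa 594 FP and total fluorescence read at 555/632 nm.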
# ALDH1A1 inh – blocks purified human ALDH1A1 activity | 220,000 tested, 7.3% active | Purified ALDH1A1, NADH fluorescence, propionaldehyde substrate | Potency, µM (doses to about 75.3 µM), without a hit: at the top dose activity, negative = inhibition, actives largely listed as inhibitors | AID 1030; active = well fitted inhibition curve with a large enough effect, not every such curve was filed as active; inconclusive = small, poorly fitted or top-dose-only effect, or another doubt; inactive = no such curve, though single readings can be large or run the other way;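 note: plate controls were no enzyme wells and a reference inhibitor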
# aGal spleen mod – inhibits or activates alpha-galactosidase in human spleen homogenate | P06280 | human spleen homogenate, 4MU-alpha-Gal fluorescence, 40 min | Potency, µM (series often up to 80 µM), without a hit: at the highest dose activity change, negative = inhibition, most hits filed as inhibitors | 240,000 tested, 0.008% active | AID 2107;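 note: 0% = enzyme with vehicle and -100% = no enzyme basal signal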
# Target sequence (P06280 32-429 limits assumed): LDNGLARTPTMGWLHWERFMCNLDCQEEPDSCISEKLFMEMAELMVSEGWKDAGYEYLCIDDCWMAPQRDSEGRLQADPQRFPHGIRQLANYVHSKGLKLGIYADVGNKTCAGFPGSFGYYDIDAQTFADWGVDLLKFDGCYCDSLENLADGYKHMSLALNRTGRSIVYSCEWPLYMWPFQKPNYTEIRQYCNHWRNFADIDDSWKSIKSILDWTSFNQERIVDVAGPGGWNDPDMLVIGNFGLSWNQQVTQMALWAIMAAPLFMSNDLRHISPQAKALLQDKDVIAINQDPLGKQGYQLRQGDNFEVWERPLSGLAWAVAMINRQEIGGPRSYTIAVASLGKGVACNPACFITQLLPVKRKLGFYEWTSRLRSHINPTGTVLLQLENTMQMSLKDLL
#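 Human spleen homogenate (1 ug) as enzyme source, 4-methylumbelliferyl-alpha-D-galactopyranoside 1 mM final, citrate/phosphate pH 5.0 with 0.01% Tween-20. Compounds 40 min at 37C, NaOH/glycine stop; fluorescence Ex 365/Em 440, Hill-fit AC50.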
# L3MBTL1 block – inhibitors of human L3MBTL1; AID 485360; Potency, µM (series often up to 57.1 µM), inactives show top-dose activity, negative = inhibition, usual class: inhibitors; Q9Y468; AlphaScreen L3MBTL1–H3K9me1 peptide binding; 230,000 tested, 0.66% active; note: nearly all actives have a fitted effect of over 60% in size
#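 AlphaScreen assay: L3MBTL1 (50 nM final) was preincubated 30 min at room temperature with biotinylated H3(1-15)K9me1 peptide (75 nM final), then 30 min with library compounds; streptavidin donor and nickel chelate acceptor beads (10 ug/mL final) added, 30 min dark.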
# Tau ThT inhib – blocks human tau fibril formation measured by thioflavin T; 270,000 tested, 2.1% active; Potency, µM (titrated, usually from 57.4 µM), for inactives: top-dose activity, negative = inhibition, hits mostly inhibitors; recombinant tau K18 P301L, heparin-induced fibrillization, ThT fluorescence; note: nearly all actives have a fitted effect of over 55% in size
# Target sequence (P10636 561-689 P618L limits assumed): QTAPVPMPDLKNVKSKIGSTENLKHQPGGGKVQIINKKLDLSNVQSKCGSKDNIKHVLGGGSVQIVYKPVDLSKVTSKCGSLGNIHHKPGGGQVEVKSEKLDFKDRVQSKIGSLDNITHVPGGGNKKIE
#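 Fibril formation assay: tau K18 P301L at 15 uM with trace Alexa 594 label, heparin inducer 20 uM, pH 7 sodium acetate buffer, 37 C for 6 hr; endpoint ThT signal.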
# TR SRC2 fluor cs – alters Texas Red total fluorescence, flagging assay interference | TRb/SRC2 Texas Red total fluorescence interference | Potency, µM (titrated, usually from 106 µM), for the others: top-dose fluorescence change, negative = quenching | 280,000 tested, 0.29% active; active = well fitted curve in either direction with a large enough effect; inconclusive = small, poorly fitted or top-dose-only effect
#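 Human TRβ ligand-binding domain (0.6 uM) and Texas Red SRC2 peptide (20 nM) in Tris buffer with 1 uM T3 and 5% DMSO were incubated with pinned compound for 5 hr at ambient temperature. Total fluorescence was computed as S + 2P (555/632 nm).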
# Tau fibril FP – blocks human tau fibril formation measured by polarization; 280,000 tested, 0.39% active; Potency, µM (titrated, usually from 57.7 µM), inactives show top-dose activity, negative = inhibition, hits mostly inhibitors; K18 P301L tau heparin fibrillization, Alexa594 FP, 6 h; P10636; note: nearly all actives have a fitted effect of over 55% in size
#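 Quantitative HTS format: compounds meet 15 uM recombinant K18 P301L tau and Alexa 594-tau tracer in 100 mM sodium acetate pH 7; 20 uM heparin triggers fibrillization at 37 C over 6 hr; FP gives the signal.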
# * = called active by the depositor; ? = inconclusive; . = not tested or not shown; & = joins results of further samples; [ ] = remark or other dose. Unless noted, calls come from the whole dose curve; as a rule, active = well fitted curve in the direction sought with a large enough effect; inconclusive = small, poorly fitted or top-dose-only effect, or another doubt; inactive = no such curve, though single readings can be large; an effect the other way counts as inactive or inconclusive. Unless noted, % is set by controls: 0 for no effect and ±100 for the full control effect; potency is the fitted concentration of half-maximal effect.
# Values in the order: TRb-SRC2 inh	Tau fluor counter	ALDH1A1 inh	aGal spleen mod	L3MBTL1 block	Tau ThT inhib	TR SRC2 fluor cs	Tau fibril FP
- COc1ccc(C(=O)NCC2OCCc3ccccc32)cc1 (stereo unspecified)
 : -2%	-16%	?	-11%	-4%	-14%	-3%	-9%
- [O-][n+]1onc2c3cc(-c4ccccc4)nnc3ccc21
 : -14%	-13%	5%	-15%	-8%	-12%	-3%	2%
- COc1cccc(C(=O)Nc2c(F)c(F)c(F)c(F)c2F)c1
 : 0%	-1%	0%	-1%	-10%	3%	-2%	-7%
- CC(C)Cn1c(N)c(C(=O)NCC2CCCO2)c2nc3ccccc3nc21 (stereo unspecified)
 : -24%	?	?	?	?	?	-6%	-10%
- C/C(=N\NC(=O)C1CC1)c1ccc(NC(=O)c2ccc(Br)o2)cc1
 : -2%	0%	?	-10%	?	?	-1%	-8%
- Cc1nn(-c2ccccc2)c2nc(Cl)c(C(=O)O)cc12
 : -13%	11%	?	-4%	14%	7%	-3%	14%
- COc1ccccc1N1CCN(C(=O)CCc2ccc(S(=O)(=O)NC(C)C)cc2)CC1
 : -12%	-7%	0%	-5%	3%	1%	-2%	-3%
- CCCc1nn(C)c2c(=O)[nH]c(-c3ccccc3OCC)nc12
 : -1%	6%	?	8%	8%	9%	-1%	5%
- CCCN(Cc1cc2cc(C)ccc2[nH]c1=O)C(=O)c1cccc(OC)c1
 : -3%	-22%	?	3%	-6%	-18%	-8%	-6%
- CCn1c(C)nc2cc(C(=O)NNS(=O)(=O)c3ccc(C)cc3C)ccc21
 : -4%	-10%	-36%	2%	.	-13%	6%	2%
- N#Cc1c(N)n(-c2ccc(N)cc2)c2nc3ccccc3nc12
 : 5%	1%	2%	1%	-2%	-2%	-2%	4%
- O=C(NCc1ccco1)c1ccc(COc2cc(Cl)ccc2Cl)cc1
 : -21%	-26%	4%	1%	6%	-11%	-2%	-6%
- CC1(C)C(C=C(Cl)Cl)C1C(=O)N1CCN(c2ccccc2)CC1 (stereo unspecified)
 : -6%	-15%	-1%	-1%	4%	?	-4%	6%
- COc1ccc(Cc2nnc(SCC(=O)NC3CCCC3)o2)cc1
 : 5%	0%	-4%	1%	-3%	7%	-9%	2%
- Cc1ccc(S(=O)(=O)NNC(=O)c2cc(C)cs2)cc1
 : -3%	-9%	.	-7%	1%	-7%	-2%	-2%
- COC(=O)CN(c1ccc(C(C)C)cc1)S(=O)(=O)c1c(C)[nH]c(=O)[nH]c1=O
 : 0%	3%	-4%	-8%	4%	3%	0%	-2%
- COc1ccccc1NS(=O)(=O)c1cc(C(=O)NCCN2CCOCC2)ccc1Cl
 : 2%	0%	?	-2%	-1%	-6%	3%	4%
- Cc1ccc(S(=O)(=O)CCC#N)cc1
 : 0%	0%	.	2%	15%	-4%	-1%	8%
- CCn1c(CNC(=O)c2ccc(OC)cc2)nnc1SCC(=O)c1ccccc1
 : -5%	-16%	13µM*	-1%	2%	-16%	-2%	-1%
- CCn1c(CSc2nccn2C)nc2cc(C(=O)O)ccc21
 : ?	-5%	?	15%	-5%	4µM*	13µM*[fluorescent]	?
- COC(=O)c1sc2cccc(F)c2c1S(=O)(=O)N1CCN(c2ccc(F)cc2)CC1
 : 0%	?	.	.	.	-3%	0%	-10%
- Cc1cc(C)n(CC(O)CN(c2cccc([N+](=O)[O-])c2)S(=O)(=O)c2ccccc2)n1 (stereo unspecified)
 : -7%	1%	1%	-1%	-2%	3%	0%	4%
- Cc1nc(N2CCN(C)CC2)c2cc(-c3ccccc3)sc2n1
 : -4%	-18%	?	-4%	.	-10%	-2%	-7%
- O=C(NC1=NCCS1)c1cccc(OC(F)F)c1
 : -8%	10%	9%	3%	6%	7%	0%	3%
- COc1cc2ccccc2cc1C(=O)Nc1ccc(S(=O)(=O)Nc2cc(C)on2)cc1
 : -5%	-4%	15%	5%	5%	-4%	-4%	-3%
- CCOc1ccccc1C(=O)Nc1cc(-c2ccc(C)cc2)no1
 : -2%	-20%	.	.	.	-2%	3%	?
- CCOC(=O)C1=C(N)OC2=C(C(=O)CCC2)C1c1ccc(C)s1 (stereo unspecified)
 : -3%	-4%	?	4%	.	-10%	-6%	3%
- c1cc2c(cc1C1=Nn3c(nnc3C3CCCCC3)SC1)OCO2
 : 0%	-12%	-8%	6%	.	14%	-5%	-3%
- CCc1nnc(SCC(=O)Nc2ccccc2Cl)nc1CC
 : -8%&-4%	-13%&-2%	?	4%	.	-10%&3%	0%&3%	-3%&-1%
- COc1cccc(CN2C(=O)c3ccccc3Sc3ccc(C(=O)NCCc4ccc(C)cc4)cc32)c1
 : 19%	-23%	.	.	.	-4%	-1%	-15%
- CCOc1cccc2cc(-c3nc(-c4ccc(Cl)cc4)c(C)s3)c(=O)oc12
 : 0%	-2%	.	.	.	5%	-2%	-1%
- CC(c1ccco1)N(C(=O)c1ccc(S(=O)(=O)N2CCCCC2)cc1)c1ccccn1 (stereo unspecified)
 : -2%	-5%	13µM*	0%	-10%	-13%	1%	2%
- O=C(CN1CCCCCC1)N/N=C/c1ccc(Cl)c(Cl)c1
 : -2%	8%	-14%	3%	-9%	13%	1%	1%
- CCOC(=O)C1(Cc2ccccc2)CCN(Cc2nccn2CC)CC1
 : 0%	11%	-10%	3%	-9%	9%	-5%	-6%
- CC1Cc2cc(S(=O)(=O)N(Cc3ccccc3)C(C)C)ccc2N1C(=O)C1CCC1 (stereo unspecified)
 : 2%	-4%	.	.	.	-11%	4%	4%
- CC(C)Nc1ccc(C(CC(N)=O)NC(=O)Cc2cccc3ccccc23)cc1[N+](=O)[O-] (stereo unspecified)
 : -5%	12%	.	9%	.	?	-1%	3%
- COc1ccc(C(C)=O)cc1CN1C(=O)NC2(CCCCC2)C1=O
 : -18%	-7%	?	-10%	.	-4%	-1%	-9%
- COc1ccc(Br)cc1[C@H]1[C@@H]2C=CCC[C@@]2(C)C(=O)N1Cc1ccccc1
 : -10%	-17%	.	-6%	.	?	1%	8%
- COc1cc(OC)cc(C(=O)N(CCCN2C(=O)c3cccc4cccc(c34)C2=O)c2cccc(OC)c2)c1
 : 2%	-18%	?	1%	-6%	0%	-4%	6%
- Cc1ccc(N(C(=O)c2ccccc2Cl)C2=NC(C)CS2)c(C)c1 (stereo unspecified)
 : 2%	-15%	-14%	1%	-2%	-14%	-3%	2%
- COc1c(N)c2ccccc2[nH]c1=O
 : -2%	-6%	?	0%	8%	0%	-1%	-6%
- Cc1ccc(C)n1Cc1ccc(C(=O)O)cc1
 : 11%	-13%	?	2%	?	?	?	?
- CCC1CCCCN1C(=O)COC(=O)c1ccc(S(=O)(=O)N2CCOCC2)cc1 (stereo unspecified)
 : 4%	-2%	-2%	8%	10%	7%	2%	-9%
- O=C(NCCc1cccc(F)c1)[C@@H]1CSC2c3ccccc3C(=O)N21 (stereo partly specified)
 : -3%	-17%	-10%	7%	3%	?	-1%	-11%
- CCCCCCCCCCCCCc1ccco1
 : -7%	-6%	-3%	14%	.	-1%	-3%	-9%
- CCCOc1ccc(Br)cc1/C=N/NC(=O)c1cc(OC)c(OC)c(OC)c1
 : 6%	1%	-4%	-6%	-3%	2%	0%	-9%
- CCCCCCCCCCCCOCCOCCOCCOCCO
 : -3%&7%	-11%	5%	-27%&3%	.	?	1%&-1%	9%
- Brc1ccc2c(c1)NC(c1cccnc1)=NC(c1ccccc1)=N2
 : 5%	-23%	.	.	.	?	0%	7%
- COc1ccc(CCNC(=O)c2ccc3c(c2)nc2n3CCOC2)cc1OC
 : 0%	-3%	.	.	.	-17%	-1%	-3%
- CC(O)CNCCOc1ccccc1-c1ccccc1 (stereo unspecified)
 : 11%	-1%	11µM*	2%	-13%[2.29 µM]	-6%	2%	2%

# Entries listed so far containing a cyano group, in the order listed:
# Values in the order: TRb-SRC2 inh	Tau fluor counter	ALDH1A1 inh	aGal spleen mod	L3MBTL1 block	Tau ThT inhib	TR SRC2 fluor cs	Tau fibril FP
- N#Cc1c(N)n(-c2ccc(N)cc2)c2nc3ccccc3nc12
 : 5%	1%	2%	1%	-2%	-2%	-2%	4%
- Cc1ccc(S(=O)(=O)CCC#N)cc1
 : 0%	0%	.	2%	15%	-4%	-1%	8%

# The list goes on.
# Values in the order: TRb-SRC2 inh	Tau fluor counter	ALDH1A1 inh	aGal spleen mod	L3MBTL1 block	Tau ThT inhib	TR SRC2 fluor cs	Tau fibril FP
- COc1ccc(OC)c(C(=O)c2c(C)oc3cc([N+](=O)[O-])c(O)c([N+](=O)[O-])c23)c1
 : -6%	-25%	10%	2%	?	13µM*	-4%	-6%
- N=c1n(CCN2CCOCC2)c2ccccc2n1CC(=O)c1ccc(Cl)c(Cl)c1
 : -2%	-1%	?	0%	?	-12%	1%	1%
- Cc1c(-c2nsc(NC(=O)c3ccc(Cl)cc3)n2)nnn1-c1ccc(C(C)C)cc1
 : -1%	5%	.	.	.	?	1%	-7%
- Cc1ccc2nc(-c3ccc(NC(=O)COC(=O)c4ccc(=O)[nH]c4)cc3)sc2c1
 : -7%	5%	3.5µM*	12%	2%	8%	-11%	-4%
- CCOC(=O)c1c(NC(=O)COc2cccc(C)c2C)sc2c1CCC(CC)C2 (stereo unspecified)
 : 1%	-15%	.	.	.	-9%	1%	-11%
- Cc1ccc(-c2nc3ncccn3c2NC2CCCC2)o1
 : -1%	-8%	?	6%	.	?	0%	8%
- Cc1ccc(S(=O)(=O)N2CCOCC2)cc1C(=O)NCc1ccc2c(c1)OCO2
 : 6%	0%	-10%	2%	7%	-9%	1%	7%
- Cc1ccc(SCCC(=O)Nc2cc(C)on2)cc1
 : 1%	0%	-1%	-4%	.	-2%	0%	-2%
- O=C(CCC(=O)NC1CCCCCCC1)Nc1nnc(C(F)(F)F)s1
 : 6%	-16%	3%	3%	.	-14%	2%	-7%
- Cc1ccccc1OCc1nc2c3c(ncn2n1)-c1ccccc1CC31CCCC1
 : 5%	8%	-11%	-2%	12%	1%	1%	0%
- CCCCN(CC)C(=O)Cn1ncc2c3ccccc3n(CCC)c2c1=O
 : 3%	-3%	.	.	.	-3%	3%	-7%
- O=C(NNC1CC(=O)N(c2ccc(Cl)cc2)C1=O)c1ccco1 (stereo unspecified)
 : -4%	5%	2%	-5%	10%	-1%	4%	0%

# From PubChem
